# Compound activity as filed in PubChem BioAssay.
# M. tuberculosis GlmU: inhibition of mycobacterial GlmU enzyme – biochemical, glucosamine-1-phosphate acetyltransferase (AID 1376). one-dose inhibition, %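 (tested at 30 µM in the primary screen)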; IC50 in µM for titrated hits. 0.25% of 220,000 active. M. tuberculosis GlmU acetyltransferase enzyme assay; higher % means a stronger effect; in the data active = inhibition above about 13%;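 note: 0% = complete reaction with vehicle and 100% = reaction without substrate; strong numbers were not always called active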
# Mtb RmlCD inh: inhibitors of Mycobacterium tuberculosis RmlC and RmlD coupled enzymes; AID 1533; RmlC+RmlD coupled enzyme assay, percent inhibition; primary screen in compound mixtures; inhibition, % at 3.6 µM; 0.03% of 160,000 active; in the data active = inhibition mostly above about 34%, no sharp cut-off; note: some results filed as inactive read as strong as hits
# Target sequence (P9WH09 whole entry, looked up): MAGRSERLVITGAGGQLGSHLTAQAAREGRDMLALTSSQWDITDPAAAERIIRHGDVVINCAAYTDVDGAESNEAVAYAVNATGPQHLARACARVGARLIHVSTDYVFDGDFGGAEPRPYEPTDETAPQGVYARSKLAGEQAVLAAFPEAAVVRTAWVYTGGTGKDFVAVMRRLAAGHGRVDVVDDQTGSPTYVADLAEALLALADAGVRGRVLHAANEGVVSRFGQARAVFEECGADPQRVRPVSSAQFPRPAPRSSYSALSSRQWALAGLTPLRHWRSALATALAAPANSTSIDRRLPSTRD
# Target sequence (P9WH11 whole entry, looked up): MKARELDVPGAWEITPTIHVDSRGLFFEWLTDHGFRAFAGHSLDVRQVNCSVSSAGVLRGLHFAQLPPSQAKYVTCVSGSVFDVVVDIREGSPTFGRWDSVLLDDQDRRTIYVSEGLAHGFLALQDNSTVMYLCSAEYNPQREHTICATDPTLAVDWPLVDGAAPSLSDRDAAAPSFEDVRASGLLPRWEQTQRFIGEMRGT
# Numbers without * were called inactive; nt = no result given; & = joins results of further samples. Not all compounds are listed (hit frequency here may not be typical).
# The first five entries, to show the layout:
# Every second line gives: M. tuberculosis GlmU	Mtb RmlCD inh
Cc1cc(=O)oc2cc(NC(=O)C3CC(=O)N(Cc4ccccc4)C3)ccc12 (stereo not drawn)
 : 2.0%	nt
O=C(CSc1ncccn1)Nc1ccc(N2CCOCC2)cc1
 : 10%	-4
Nc1cc(C(F)(F)F)cc([N+](=O)[O-])c1N
 : -11%	10
CCCCCCCCCCOC(=O)C[N+](C)(C)C/C=C(/C)Cl
 : -1.4%	3
N#CCN1CCCC(C(N)=O)C1 (stereo not drawn)
 : 2.8%	nt

# This part in full (from the top)
# Every second line gives: M. tuberculosis GlmU	Mtb RmlCD inh
Cc1cc(=O)oc2cc(NC(=O)C3CC(=O)N(Cc4ccccc4)C3)ccc12 (stereo not drawn)
 : 2.0%	nt
O=C(CSc1ncccn1)Nc1ccc(N2CCOCC2)cc1
 : 10%	-4
Nc1cc(C(F)(F)F)cc([N+](=O)[O-])c1N
 : -11%	10
CCCCCCCCCCOC(=O)C[N+](C)(C)C/C=C(/C)Cl
 : -1.4%	3
N#CCN1CCCC(C(N)=O)C1 (stereo not drawn)
 : 2.8%	nt
CC(C)(C)c1cc(CN2CCOCC2)c(C(=O)O)o1
 : 2.5%	nt
CCC(C)NS(=O)(=O)c1ccc(NC(=O)C(Sc2ccccc2)c2ccccc2)cc1 (stereo not drawn)
 : -8.5%	5
CC(C)(C)NC(=O)C(c1ccccn1)N(C(=O)c1csnn1)C1CCCC1 (stereo not drawn)
 : 6.7%	-2
CCOC(=O)N1CCc2c(sc(NC(=O)CN3CCOCC3)c2C#N)C1
 : 7.0%	3
OCCN(CCO)CC(O)COc1ccc(Br)cc1 (stereo not drawn)
 : 5.4%&3.2%	11&5
COc1cccc(-n2c(C)c3c(OC)cccc(=O)c3c2C)c1
 : 2.7%	6
COc1cc(OC)cc(C(=O)Nc2ccc(S(=O)(=O)Nc3cc(C)nc(C)n3)cc2)c1
 : nt	-5
CC(=O)CCc1c(C)[nH]c2ccc(NC(C)=O)cc2c1=O
 : 0.9%	nt
CC(=O)c1cnc(Nc2nc(C)c3ccc(C)cc3n2)nc1C
 : -4.3%	nt
Cc1cc(Cl)ccc1NC(=O)CN1CCC(C(O)(c2ccccc2)c2ccccc2)CC1
 : 8.4%	nt
O=C(Cc1ccccc1)NNC(=O)C1CCCC1
 : -2.4%	8
CC(C)(C)C(=O)NC1CCN(S(=O)(=O)c2ccc(C(F)(F)F)cc2)CC1
 : 2.5%	9
Cc1sc2nc(COC(=O)c3cccc(S(=O)(=O)N(C)c4ccccc4)c3)[nH]c(=O)c2c1C
 : -2.6%	-5
CCOC(=O)N1CCC(N(CCN(C)C)C(=S)Nc2ccc(F)c(Cl)c2)CC1
 : -5.0%	-5
Fc1ccccc1N1CCN(CCCNc2ccc3nncn3n2)CC1
 : 1.4%	nt
O=c1oc2ccccc2cc1-c1nc(-c2cccs2)cs1
 : 2.8%	nt
CN1C(=O)NC(NC(=O)C2CCCCC2)(C(F)(F)F)C1=O (stereo not drawn)
 : -2.8%	nt
O=C(O)c1cc(-c2ccc(Cl)cc2)n(-c2ccccc2)n1
 : -0.6%	-14
Cc1ccc(C2N(c3ccc(F)cc3)C(=O)C3CCCN32)cc1 (stereo not drawn)
 : 7.3%	-7
CCOC(=O)C(CC)(CC)C(=O)/C=C/c1cccc(Br)c1
 : -1.5%	nt
CCN(c1ccccc1)S(=O)(=O)c1ccc(Cl)c(NC(=O)CSc2nncs2)c1
 : -9.2%	18
CSCCCNC(=O)c1ccccc1OC1CCN(S(C)(=O)=O)CC1
 : 1.1%	-2
C=C(C)Cn1c(N2CCN(c3ccc(OC)cc3)CC2)nc2c1c(=O)n(C)c(=O)n2C
 : -6.0%	-1
COCCN(C(=O)CC1C(=O)NCCN1Cc1ccc(-c2ccccc2)cc1)C(C)C (stereo not drawn)
 : 1.2%	-13
CC(=O)N(C(C)=O)n1c(/C=C/c2cccc([N+](=O)[O-])c2)nc2ccccc2c1=O
 : 2.4%	7

# Three of these compounds, set out differently.
molecule	M. tuberculosis GlmU	Mtb RmlCD inh
Nc1cc(C(F)(F)F)cc([N+](=O)[O-])c1N	-11%	10
O=c1oc2ccccc2cc1-c1nc(-c2cccs2)cs1	2.8%	nt
Cc1ccc(C2N(c3ccc(F)cc3)C(=O)C3CCCN32)cc1 (stereo not drawn)	7.3%	-7

# Continued.
# Every second line gives: M. tuberculosis GlmU	Mtb RmlCD inh
COc1ccc(C2=NN(C(=O)CN3CCCCC3)C(c3ccc(OC)cc3)C2)cc1 (stereo not drawn)
 : -7.1%	9
O=C(/C=C/c1ccc(Cl)cc1)N1CCN(c2ccc([N+](=O)[O-])c(N3CCOCC3)c2)CC1
 : 3.0%	-2
CCOc1cc(N2CCOCC2)c(OCC)cc1NC(=O)Cc1cccc(OC)c1
 : 1.6%	-7
CCCC(=O)Nc1nc(-c2ccc(Cl)s2)cs1
 : -1.7%	nt
CCOC(=O)c1c[nH]c2c(C)ccc(Cl)c2c1=O
 : -6.8%	10
COc1ccccc1C(=O)Nc1ccc(C(=O)c2ccccc2)cc1
 : -5.0%	7
CCCCn1nnc(NC(=O)c2ccc(-c3ccccc3[N+](=O)[O-])o2)n1
 : 4.7%	-6
Cc1nc(NCCc2cnc[nH]2)c2oc3ccccc3c2n1
 : 2.3%	28
COC(=O)c1c(NC(=O)C(C)C)sc2c1C(C(=O)OC)CC2 (stereo not drawn)
 : 3.8%	nt
COc1ccc(C(=O)Nc2cccc(C(=O)N3CCCC3)c2)cc1
 : 2.5%	9
CCN(c1cccc(C)c1)c1ncnc2nc[nH]c12
 : -6.5%	-9
O=C(NCCc1c[nH]c2ccccc12)/C(=C/c1cccnc1)NC(=O)c1ccco1
 : 1.0%	89
O=C(C1CCN(C2CC(=O)N(c3ccc(F)cc3)C2=O)CC1)N1CCOCC1 (stereo not drawn)
 : -2.4%	nt
O=C(CSc1ncccn1)NC1CCCc2ccccc21 (stereo not drawn)
 : -2.5%	-12
O=C(Nc1nnc(-c2ccccc2SCc2ccccc2)s1)Nc1ccccc1F
 : 1.0%	nt
COc1ccc(C(=O)Nc2ccc(C)cc2C(=O)c2ccccc2)c(OC)c1
 : -3.8%	-6
CCN(CC)S(=O)(=O)c1ccc2nc(COC(=O)c3n[nH]c4ccccc34)[nH]c2c1
 : -1.8%	-5
CN(C)S(=O)(=O)c1cccc(C(=O)N2CCN(Cc3ccccc3)CC2)c1
 : -0.1%	-9
COc1cc(-c2nnn(CC(=O)NC3CCS(=O)(=O)C3)n2)ccc1OCc1ccccc1 (stereo not drawn)
 : 2.5%	-12
Cc1ccc(CNC(=O)COc2ccc(C(=O)c3ccc(F)cc3)cc2)cc1
 : 0.9%	-9
CC(=O)c1ccc(NC(=O)C2CCCN2S(=O)(=O)c2ccc(C)cc2)cc1 (stereo not drawn)
 : 6.4%	-8
CC(C)CNC(=O)c1cccc(NC(=O)c2ccc(Cl)c([N+](=O)[O-])c2)c1
 : 0.8%	-12
O=C(Nc1nnc(SCc2ccc(F)cc2)s1)c1ccc2ncsc2c1
 : -0.4%	-6
FC(F)(F)c1ccc(N2CCN(Cc3ccc4c(c3)OCO4)CC2)nc1
 : 2.3%	-2
O=c1cc(O)c2ccc(O)cc2o1
 : 4.3%	-12
O=C1NC(=Nc2ccccc2)S/C1=C\c1cccn1-c1ccccc1
 : 2.6%	nt
CC12CCC(C(=O)NNc3ccc([N+](=O)[O-])cc3)(CC1=O)C2(C)C (stereo not drawn)
 : 4.5%	-4
O=C(Nc1ccc2c(c1)OCO2)c1ccc(Br)c(S(=O)(=O)N2CCCC2)c1
 : -3.5%	11
CC1Cc2ccccc2N1C(=O)CSc1nc(N)cc(=O)[nH]1 (stereo not drawn)
 : -0.2%	nt
CCN(Cc1ccncc1)C(=O)c1ccccc1NS(=O)(=O)c1ccc(F)cc1
 : -6.0%	16
CC(C)[C@@H]1CC[C@@H](C)c2c(-c3ccccc3)n[nH]c21
 : 3.3%	-9
O=C1CC(/C=C/c2ccccn2)=Nc2ccccc2N1
 : 0.0%	-15
Cc1ccccc1CN1CCc2c(OCC(=O)N3CCCc4ccccc43)cccc2C1=O
 : -3.4%	8
Cc1cc(C)n2ncc(S(=O)(=O)c3ccccc3)c2n1
 : 2.4%	-12
CCOc1ncccc1C(=O)OC(C)C(=O)NC(=O)NC1CCCCC1 (stereo not drawn)
 : -1.5%	-8
CCN1C2=C(C(=O)CCC2)C(c2ccc(O)c(Br)c2)C2=C1CCCC2=O
 : 9.5%	nt
O=C(Nc1ccccc1C(F)(F)F)N1CCC(n2c(=O)[nH]c3ccccc32)CC1
 : 6.5%	-1
Cc1cccc(NC(=O)/C(=C\c2ccc([N+](=O)[O-])o2)NC(=O)c2ccc(Cl)cc2)c1
 : -2.6%	3
Cc1cc(C)n2nc(CC(=O)NC3CCCCCC3)nc2n1
 : 3.0%	13
CCCCn1nc2cc(C(=O)NC[C@@H]3CCCO3)ccc2c1OCC
 : 4.5%	10
Cc1cccc(OCCCC(=O)Nc2ccc(S(=O)(=O)Nc3onc(C)c3C)cc2)c1C
 : 3.0%	-5
CN(C)/C=C(\C#N)C(=O)Nc1ccc(O)cc1F
 : -2.7%	nt
COc1cc(/C=C/c2c([N+](=O)[O-])c(=O)n(C)c(=O)n2C)cc(OC)c1OC
 : -2.1%	nt
Cc1nnc(SCC(=O)NC(C)(C)C)n1NCc1c(F)cccc1Cl
 : 0.8%	nt
COc1ccc(-c2noc(CCC(=O)NCCCN3CCN(c4ccc(F)cc4)CC3)n2)cc1
 : 1.4%	6
O=C1Nc2ccc(S(=O)(=O)N3CCOCC3)c3cccc1c23
 : -2.7%	8
COc1ccc(CC(=O)NCc2ccc3c(c2)OCO3)cc1
 : 1.7%	nt
CSc1nc(N)nc(SCC(=O)OC(C)C)c1C#N
 : -2.4%	18
CCOc1ccc2c(c1)[nH]c(=S)n2C
 : 2.5%	-11
Cc1cccc(NC(=O)CCCN2C(=O)c3cccc4cccc(c34)C2=O)c1
 : 6.3%	-3
COc1ccc(N=c2scc(-c3ccc(S(=O)(=O)N4CCOCC4)cc3)n2CCCO)cc1
 : -2.9%	7
O=C(CN1C(=O)CCC1=O)Nc1cccc2c1C(=O)NC2=O
 : -4.5%	3
CCOc1ccc(/C=N/Nc2ccc(C(F)(F)F)cc2[N+](=O)[O-])cc1O
 : 1.4%	nt
CC(C)C(=O)N1CCN(c2ccc(NC(=O)c3ccc4c(c3)OCCO4)cc2)CC1
 : -6.1%	10
Cc1nc(Nc2ccc(Cl)cc2Cl)sc1C(=O)Nc1ccccc1
 : -3.4%	-7
O=C(O)c1ccc(-n2cccc2/C=C2/NC(=O)N(c3ccccc3)C2=O)cc1
 : 14%*	9
Cc1cnc2c(C(=O)O)cnn2c1
 : 3.1%	-1
CCCOc1ccc(-c2nn(-c3ccccc3)cc2/C=C2\SC(=S)N(C3CCS(=O)(=O)C3)C2=O)cc1 (stereo not drawn)
 : 4.3%	7
O=C(/C=C/c1cc([N+](=O)[O-])ccc1OC(F)F)Nc1cccc([N+](=O)[O-])c1
 : -3.5%	nt
COC(=O)C(C)Oc1cc(OC(C)C(=O)OC)c2c(C)c(Cl)c(=O)oc2c1 (stereo not drawn)
 : -3.2%	-2

# Other records follow:
# Every second line gives: M. tuberculosis GlmU	Mtb RmlCD inh
CCOc1ccc(-c2nn[nH]n2)cc1
 : 0.6%	nt
O=C(NCCC1=CCCCC1)C1CCN(C(=O)c2ccc(Cl)cc2)CC1
 : 2.5%	-4
Cc1nc2cc(-c3ccc(Cl)cc3)nn2c(C)c1CCC(=O)N1CCC2(CC1)OCCO2
 : 0.3%	nt
COC(=O)c1ccccc1NC(=O)CN(C)S(=O)(=O)c1ccc(OC)c(C)c1
 : -0.9%	6
Cc1cc(NC(=O)CSc2n[nH]c(=O)[nH]c2=O)ccc1Br
 : -7.3%	-5
CC(CC(=O)Nc1ccc(C(N)=O)cc1)c1ccccc1 (stereo not drawn)
 : 3.6%	-2
COC(=O)c1ccc2c(=O)n(CC3CCCO3)c(SCC(=O)Nc3ccccc3OC)nc2c1 (stereo not drawn)
 : 6.9%	nt
CS(=O)(=O)N(CCc1ccccc1)CC(=O)Nc1ccc(OCc2ccccc2)cc1
 : 3.4%	nt
Nc1ccc2nc3n(c(=O)c2c1)CCC3
 : -4.8%	2
C#CCOCCOCCOCCNc1nc(N2CCOCC2)nc(N2CCN(C(=O)[C@H](Cc3ccc(O)cc3)n3cc([C@@H](N)CC(C)C)nn3)CC2)n1
 : -0.4%	nt
Cc1cc(C(=O)CSc2nnc(C3COc4ccccc4O3)n2C)c(C)n1-c1ccc(F)cc1 (stereo not drawn)
 : 0.2%	7
Cc1csc(NC(=O)c2ccc(C)c([N+](=O)[O-])c2)n1
 : -2.1%	-7
CCNC(=S)NCc1ccc(OC)c(OC)c1
 : -5.0%	-5
Clc1ccc(SCCCCN2CCOCC2)cc1
 : 0.8%	nt
O=C(CSc1nn(-c2ccc(F)cc2)c(=S)s1)NC(=O)NCc1ccco1
 : -2.0%	nt
COC(=O)c1ccc(OC)c(-c2c(OC)cc(OC)cc2OC)c1
 : 1.6%	22
CC[N+](C)(CC)CCCOC(=O)C(O)(c1ccccc1)C1CCCCC1 (stereo not drawn)
 : -0.3%	nt
CCSCCOC(=O)C1=C(C)NC(=O)NC1c1ccccc1 (stereo not drawn)
 : 3.4%	-51
C[n+]1c2n(c3ccccc31)N=C(c1ccc(Cl)cc1)CS2
 : -2.9%	12
CCCCNC(=O)C1CCCN(S(=O)(=O)CC)C1 (stereo not drawn)
 : -0.4%	2
Cc1ccnc(SCc2cc(=O)c(OC(=O)c3ccc(Cl)c([N+](=O)[O-])c3)co2)n1
 : -4.1%	-5
Cn1nccc1-c1cc(Cl)cc(Cl)c1O
 : -0.7%	-5
